PKM2 activator: activators of human pyruvate kinase M2; P14618; Potency, µM (series often up to 57.5 µM), without a hit: top-dose activation, hits mostly activators; AID 1631; purified PKM2, Kinase-Glo ATP luminescence, activation; response scale: 0% is enzyme alone, no compound; hit rate 0.34% among 260,000; note: potency is the fitted concentration of half-maximal effect; % is set by controls: 0 for no effect and ±100 for the full control effect; nearly all actives have a fitted effect of over 55% in size
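Purified hPK-M2 (>95% pure) converted ADP (0.1 mM final) to ATP with 0.5 mM PEP in 50 mM imidazole pH7.2, KCl, MgCl2, Tween 20, BSA; 1 h at room temperature. ATP detected by Kinase-Glo luminescence.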
FBPA coupling cs: inhibits coupling enzyme system, counter-screen for aldolase hits. AID 2472. coupling enzyme system counterscreen, AmpLite Red fluorescence. activity change, negative = inhibition, % at 58.2 µM, hits read low. hit rate 0.67% among 290,000; in the data active = activity change below about -30%; note: % is set by controls: 0 for no effect and ±100 for the full control effect
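Counterscreen of the coupled detection system alone, without aldolase: glyceraldehyde-3-phosphate coupling enzymes plus AmpLite Red readout. Compounds at 57.5 uM final, 10 min RT preincubation, 20 min RT reaction, fluorescence 525/598 nm.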
Tb PFK inh: inhibitors of T. brucei phosphofructokinase. T. brucei PFK, ADP-Glo luminescence. O15648. Potency, µM (titrated, usually from 57.5 µM), inactives show top-dose activity, negative = inhibition, hits mostly inhibitors. hit rate 0.17% among 330,000. AID 485367;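 note: potency is the fitted concentration of half-maximal effect; 0% = uninhibited 1x PFK enzyme wells and -100% = no-enzyme wells; nearly all actives have a fitted effect of over 60% in size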
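In TEA buffer at pH 8.0 with 5 mM MgCl2, enzyme (1.25 nM) converted F6P (0.5 mM) and ATP (0.1 mM) for 45 min at room temperature. ADP product was read by luciferase luminescence.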
TSG101-PTAP inh: blocks PTAP/TSG101 interaction to inhibit HIV-1 budding | Fluorescence polarization, FITC-PTAP peptide / Tsg101 binding | Potency, µM (titrated, usually from 115 µM), for the others: top-dose activity change, negative = inhibition, most hits filed as inhibitors | 340,000 tested, under 10 active; active = well fitted inhibition curve with a large enough effect in the main read-out, with a control signal flat, not every such curve was filed as active; inconclusive = small, poorly fitted or top-dose-only effect, or effect the other way, or a change in a side signal; inactive = no such curve, though single readings can be large or run the other way; note: potency is the fitted concentration of half-maximal effect; % of control where 0% means no effect
Target sequence (Q99816 whole entry, looked up): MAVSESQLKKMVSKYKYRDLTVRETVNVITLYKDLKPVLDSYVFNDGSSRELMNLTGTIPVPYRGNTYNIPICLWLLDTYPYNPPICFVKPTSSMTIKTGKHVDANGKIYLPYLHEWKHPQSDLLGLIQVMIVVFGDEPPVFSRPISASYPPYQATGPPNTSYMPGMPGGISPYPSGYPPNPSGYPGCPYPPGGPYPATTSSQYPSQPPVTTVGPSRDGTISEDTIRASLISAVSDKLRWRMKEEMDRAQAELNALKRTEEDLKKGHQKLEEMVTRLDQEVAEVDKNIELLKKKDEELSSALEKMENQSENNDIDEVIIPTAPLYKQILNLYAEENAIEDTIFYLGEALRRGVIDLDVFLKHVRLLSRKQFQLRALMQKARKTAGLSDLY
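Fluorescence anisotropy tracks displacement of a FITC-tagged PTAP peptide (50 nM) from the Tsg101 binding domain (10 uM), following a 20 min room-temperature incubation at pH 7.5.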
GALK inh: blocks human galactokinase activity; P51570; Purified GALK, Kinase-Glo residual ATP luminescence; Potency, µM (titrated, usually from 57.5 µM), for the others: top-dose activity change, negative = inhibition, usual class: inhibitors; hit rate 0.007% among 270,000; note: potency is the fitted concentration of half-maximal effect; % is set by controls: 0 for no effect and ±100 for the full control effect
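GALK at 5 nM final was combined with compound, 35 uM ATP and 100 uM galactose in HEPES pH8.0 with MgCl2 and DTT. The reaction ran one hour at room temperature before luminescent ATP detection.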
Giardia kill: kills Giardia lamblia; Giardia lamblia trophozoite viability; activity change, % at 7.66 µM, hits read low; hit rate 0.15% among 340,000; in the data active = activity change below about -80%; inconclusive = between about -30% and that limit;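 note: parasites exposed to compound for two days anaerobically before the ATP read; % is set by controls: 0 for no effect and ±100 for the full control effect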
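Trophozoite viability was measured as ATP-dependent luminescence, read 15-30 min after reagent addition. Before that, parasites at 100 cells/well were exposed to compounds for 48 h, anaerobically, at 37 deg C.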
a7 integrin act: activates integrin-mediated alleviation for muscular dystrophy; alpha7betagal myoblasts, beta-gal FDG fluorescence, 48 h; hit rate 0.064% among 350,000; Potency, µM (top dose mostly 38.3 µM), without a hit: top-dose activation, usual class: activators;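 note: potency is the fitted concentration of half-maximal effect; 100% = response of the positive control SU9516; nearly all actives have a fitted effect of over 60% in size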
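alpha7betagal+/- myoblasts (passage 13, 250/well) treated 48 h at 37C with compounds at 1:260 dilution of DMSO stock. Lysed, then beta-galactosidase activity read as FDG fluorescence (ex 480/em 540) after 30 min, with pre-read for autofluorescence.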
Menin-MLL TR inh: inhibitors of human menin-MLL interaction, mutant MLL peptide; Menin + Texas Red MLL mutant peptide, fluorescence polarization; Potency, µM (series often up to 61.6 µM), inactives show at the top dose FP activity change, negative = inhibition, hits mostly inhibitors; AID 1768; hit rate 0.23% among 270,000; active = well fitted inhibition curve with a large enough effect in the polarisation, with a control signal flat, not every such curve was filed as active; inconclusive = small, poorly fitted or top-dose-only effect, or effect the other way, or a change in a side signal; inactive = no such curve, though single readings can be large or run the other way; the % refers to the polarisation; note: potency is the fitted concentration of half-maximal effect; % of control where 0% means no effect; many of its hits are not listed in these tables
Target sequence (O00255 whole entry, looked up): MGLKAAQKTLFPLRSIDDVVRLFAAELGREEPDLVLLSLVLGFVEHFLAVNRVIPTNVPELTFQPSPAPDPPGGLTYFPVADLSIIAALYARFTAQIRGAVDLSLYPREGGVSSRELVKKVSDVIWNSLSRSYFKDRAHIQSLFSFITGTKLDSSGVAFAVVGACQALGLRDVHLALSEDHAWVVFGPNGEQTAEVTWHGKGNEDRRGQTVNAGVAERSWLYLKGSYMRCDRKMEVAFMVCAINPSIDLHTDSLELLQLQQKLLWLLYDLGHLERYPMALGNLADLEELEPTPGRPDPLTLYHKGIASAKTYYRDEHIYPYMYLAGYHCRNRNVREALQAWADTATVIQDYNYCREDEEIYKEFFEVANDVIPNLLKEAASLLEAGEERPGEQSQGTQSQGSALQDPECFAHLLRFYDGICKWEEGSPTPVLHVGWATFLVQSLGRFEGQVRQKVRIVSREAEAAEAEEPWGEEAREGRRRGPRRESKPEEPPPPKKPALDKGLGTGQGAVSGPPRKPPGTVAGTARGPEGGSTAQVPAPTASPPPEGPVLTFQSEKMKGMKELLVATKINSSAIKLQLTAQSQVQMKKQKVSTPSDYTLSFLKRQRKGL
B2AR arrestin: recruits beta-arrestin to the human beta2-adrenergic receptor. P07550. hit rate 0.02% among 330,000. beta-arrestin recruitment to beta2AR, cell-based reporter. Potency, µM (doses to about 46.1 µM), for inactives: top-dose activation, most hits filed as activators;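 note: potency is the fitted concentration of half-maximal effect; 0% = DMSO controls and full agonism = EC100 isoproterenol or metaproterenol; nearly all actives have a fitted effect of over 65% in size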
ASM inhibitor: inhibitors of human secretory acid sphingomyelinase; placental ASM, HMU-PC fluorogenic substrate, 60 min; P17405; hit rate 0.006% among 340,000; Potency, µM (top dose mostly 57.5 µM), for the others: at the top dose activity change, negative = inhibition, hits mostly inhibitors; note: potency is the fitted concentration of half-maximal effect
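HMU-PC0 cleavage (9 uM final) by human placental ASM, 60 min at 37 °C following 10 min compound exposure at RT; stopped at pH 10, fluorescence Ex 386/Em 447 nm.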
BCR signal inh: chronic active BCR signaling inhibition; ABC-DLBCL IkBa-CBG/CBR reporter, luminescence ratio, 4 h; Potency, µM (series often up to 46.1 µM), for inactives: at the highest dose ratio change, negative = lower green/red ratio, actives largely listed as inhibitors; hit rate 0.05% among 340,000; active = well fitted inhibition curve with a large enough effect in the signal ratio, with a control signal flat, not every such curve was filed as active; inconclusive = small, poorly fitted or top-dose-only effect, or effect the other way, or a change in a side signal; the % refers to the signal ratio;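 note: potency is the fitted concentration of half-maximal effect; plate controls were basal doxycycline-induced cells for no effect and cells given 10 µM MG132 for full effect; MG132 reads +100%, hits lower the ratio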
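TMD8 ABC-DLBCL cells carrying doxycycline-inducible green luciferase fused to IkappaBalpha plus unfused red luciferase were exposed to compounds (up to 46 uM) for 4 hrs at 37C. Activity came from the overlap-corrected green/red luminescence ratio.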
Active calls of the source: *; ? = inconclusive; . = no result given; & = joins results of further samples; [ ] = dose if it differs, or a comment. Unless noted, calls come from the whole dose curve; as a rule, active = well fitted curve in the direction sought with a large enough effect; inconclusive = small, poorly fitted or top-dose-only effect, or another doubt; inactive = no such curve, though single readings can be large; an effect the other way counts as inactive or inconclusive. This is a subset; rates above refer to the full screens.

SMILES	PKM2 activator	FBPA coupling cs	Tb PFK inh	TSG101-PTAP inh	GALK inh	Giardia kill	a7 integrin act	Menin-MLL TR inh	B2AR arrestin	ASM inhibitor	BCR signal inh
COC(=O)c1ccc(C23CC4(C2)[C@H](CN(Cc2ccc(C(F)(F)F)cc2)[C@@H]4c2ccccc2)C3c2ccccc2)cc1 (stereo partly specified)	0%&-17%	2&0	-22%	1%	1%	-14	11%	3%	-0.7%	-8%	-5%
COc1ccc2[nH]c(=O)c(CN(CC3CCCO3)C(=O)Nc3ccc(F)cc3)cc2c1 (stereo unspecified)	-3%	6	-1%	-2%	1%	-9	-16%	-19%	-0.3%	19%	19%
CCOC(=O)c1ccc(S(=O)(=O)N2CCN(C(C)=O)CC2)cc1	7%	1	1%	1%	-3%	-14	13%	3%	0.4%	-4%	4%
O=C(CCS(=O)(=O)c1ccccc1)N(CCCN1CCOCC1)c1nc2c(F)cccc2s1	.	.	2%	-3%	.	1	-53%[inhibitor]	.	0.0%	1%	?
O=C(Cn1nc(-c2ccccc2)ccc1=O)NCc1ccc2c(c1)OCO2	-3%	0	1%	-3%	-2%	6	13%	-9%	4.4%	-3%	-1%
CC(/C=N/NC(=O)c1cccs1)=C\c1ccccc1	-3%	2	0%	-3%	-1%	-2	36%	-5%	-0.7%	-4%	?
CCCn1c(=O)c(C(=O)NCc2ccc3c(c2)OCO3)c(O)c2ccccc21	2%	-3	-4%	0%	-3%	-25	0%	5%	0.0%	-3%	3%
c1csc(CNc2ncnc3ccc(-c4ccc5c(c4)OCO5)cc23)c1	.	-7	7%&2%	0%	.	3	.	17%	-0.6%&0.1%	-5%	?
Cc1ccc(NC(=S)Nc2ccc(Cl)c(Cl)c2)c(OC(F)F)c1	-2%	-4	5.4µM*	-3%	-3%	-14	-27%	?	-0.2%	-7%	25%
COc1cc(/C=N/NC(=O)CCN2CCN(c3ccccc3)CC2)cc(OC)c1OC	5%	1	-4%	-3%	1%	-5	-9%	-14%	-1.9%	2%	-8%
Cc1ccc(/C=C/C(=O)OCC(=O)Nc2ccccc2Sc2ccccc2)cc1	-10%	-6	0%	0%	0%	-10	19%	-12%	-0.1%	-1%	5%
O=C1COc2ccc(C(=O)COC(=O)c3ccccc3Cl)cc2N1	.	.	7%	-6%	.	5	6%	.	-0.2%	4%	?
O=C(NCc1cccnc1)c1cccc2c1C(=O)N(Cc1cccnc1)C2	11%	3	-9%	-6%	0%	3	0%	1%	0.0%	-2%	0%
COc1ccc(CN(C)C(=O)[C@H](Cc2ccccc2)NC(=O)c2ccco2)c(OC)c1	.	.	0%	-2%	.	12	-19%	.	-1.3%	5%	-8%
Cc1ccc(NC(=O)Nc2cnccn2)cc1	0%	-1	-5%	-2%	4%	1	?	28%	-0.8%	-1%	4%
CCN(CC)C(=O)CSc1nnc(C2CCCCC2)o1	-1%	.	0%	-1%	0%	1	-18%	22%	-0.4%	-1%	8%
CN(C)CC/C=C1/c2ccccc2Sc2ccc(Cl)cc21	5%	-3&0	-3%&0%	0%&1%	-3%	-22&-3	-21%	-14%	0.1%&-0.1%	-4%&6%	?
O=c1[nH]c2ccccc2nc1Cc1ccccc1	5%	-3	4%	-1%	-1%	9	-13%	-13%	-0.1%	17%	-4%
CC1CCCCN1C(=O)C(=O)c1cn(CC(=O)N2CCCC2)c2ccccc12 (stereo unspecified)	2%	.	-4%	-12%	-1%	-13	2%	.	0.4%	-2%	1%
Cc1c(C(=O)N2CCCCCC2)c(S(=O)(=O)Nc2ccccc2F)c(C)n1C	4%	5	1%	-2%	0%	2	-17%	-9%	0.4%	5%	6%
CC(=O)c1ccc(NC(=O)C(C)n2c3ccccc3c3nc(=O)cc(C)n32)cc1 (stereo unspecified)	-5%	1	-6%	-10%	5%	12	-6%	.	-0.3%	-2%	3%
Brc1ccc(-c2cn3ccccc3n2)cc1	-22%	-7	-3%	-1%	3%	-1	?	.	0.3%	-2%	?
O=C1Nc2cc(C(F)(F)F)ccc2N2CCCCC12 (stereo unspecified)	.	3	1%	-6%	-3%	-10	-14%	?	0.0%	-3%	?
CC(C)c1cc(-c2cc(C(=O)NCc3ccccc3)on2)nc(NC2CCCC2)n1	4%	0	4%	5%	1%	-8	-4%	.	-0.1%	4%	17%

Taken from above:
Cc1ccc(/C=C/C(=O)OCC(=O)Nc2ccccc2Sc2ccccc2)cc1 @ BCR signal inh: 5%
Cc1ccc(NC(=O)Nc2cnccn2)cc1 @ TSG101-PTAP inh: -2%

3 entries already listed, ordered by formula weight, highest first:
SMILES	PKM2 activator	FBPA coupling cs	Tb PFK inh	TSG101-PTAP inh	GALK inh	Giardia kill	a7 integrin act	Menin-MLL TR inh	B2AR arrestin	ASM inhibitor	BCR signal inh
CC(=O)c1ccc(NC(=O)C(C)n2c3ccccc3c3nc(=O)cc(C)n32)cc1 (stereo unspecified)	-5%	1	-6%	-10%	5%	12	-6%	.	-0.3%	-2%	3%
CCN(CC)C(=O)CSc1nnc(C2CCCCC2)o1	-1%	.	0%	-1%	0%	1	-18%	22%	-0.4%	-1%	8%
Cc1ccc(NC(=O)Nc2cnccn2)cc1	0%	-1	-5%	-2%	4%	1	?	28%	-0.8%	-1%	4%

Continued.
SMILES	PKM2 activator	FBPA coupling cs	Tb PFK inh	TSG101-PTAP inh	GALK inh	Giardia kill	a7 integrin act	Menin-MLL TR inh	B2AR arrestin	ASM inhibitor	BCR signal inh
O=C(c1ccc2nccnc2c1)N1CCN(c2ccccc2)CC1	-2%	.	-1%	-3%	6%	10	?	.	0.3%	-1%	2%
O=C1CC(N2CCN(S(=O)(=O)c3ccc([N+](=O)[O-])cc3)CC2)C(=O)N1c1ccccc1F (stereo unspecified)	.	.	1%	-3%	.	2	18%	.	3.7%	4%	4%
COc1cc(S(=O)(=O)NC2CCCC2)c(OC)cc1C	-7%	.	-5%	-4%	5%	6	14%	.	-0.3%	0%	5%
C(=N\Nc1nc2ccccc2[nH]1)/c1ccccn1	-67%	-1	-12%	-2%	9%	40[activator]	-51%[inhibitor]	-11%	0.0%	0%	?
COc1cccc(-c2cc(C(F)(F)F)n3nc(C(=O)N4CCCCC4c4cccnc4)cc3n2)c1 (stereo unspecified)	4%	4	0%	-6%	0%	-7	-33%[inhibitor]	?	0.0%	49%[activator]	-26%
CC(C)C(=O)NC(=S)Nc1nnn(C)n1	3%	-1	-1%	-2%	0%	10	5%	7%	0.5%	-2%	0%
Cn1ccnc1CN1CCCCC1C(=O)Nc1ccc(Oc2cccnc2)cc1 (stereo unspecified)	-10%	-3	-13%	-8%	2%	-3	-41%	1%	7.7%	0%	0%
CN1CCN(S(=O)(=O)c2ccc(NCc3ccc4c(c3)OCO4)nc2)CC1	-2%	0	2%	3%	-3%	-9	9%	.	-0.6%	0%	-6%
CC1=Nc2nc(N3CCCCC3)c(C#N)c3c4c(nc(c23)N1)N(c1ccc(C(C)C)cc1)C(=O)C4	1%	0	-3%	2%	0%	0	-7%	?	-0.3%	91%[activator]	?
O=C(Nc1ccc(Cl)cc1)[C@@H]1[C@@H]2C(=O)N(c3ccc(Cl)cc3)C(=O)[C@@H]2[C@H]2C=CC=NN21	?	1	1%	-4%	1%	-5	-7%	?	-0.3%	-3%	?
CCOc1ccc(OCC)c(NC(=O)C(NS(=O)(=O)c2ccc3c(c2)oc(=O)n3C)C(C)C)c1 (stereo unspecified)	1%	-2	4%	4%	-5%	-10	-57%[inhibitor]	?	-0.4%	2%	3%
CC1(C)NC(=O)N(CC(=O)N2CCN(S(=O)(=O)c3ccccc3F)CC2)C1=O	.	.	-4%	-5%	.	-17	-10%	.	-2.1%	0%	-3%
Cc1ccc(S(=O)(=O)CCC(=O)OCC(=O)NC2CCS(=O)(=O)C2)cc1 (stereo unspecified)	.	.	-6%	-4%	.	-17	17%	.	-0.1%	0%	?
Cc1c(Cl)cccc1NC(=O)c1cc(-c2ccccc2O)n[nH]1	1%	0	5%	-2%	-2%	-10	17%	44%[activator]	0.1%	-14%	?
COC(=O)C1=C(C(=O)OC)[C@@H]2N(C)c3ccc(OC)cc3[C@@]23C[C@@H](C(=O)OC)N(C(=O)c2cc(C)oc2C)C3=N1	1%[11.5 µM]	3	.	-5%	.	9	-40%[inhibitor]	-24%[11.7 µM]	.	-1%	.
